Screening data deposited in PubChem BioAssay by Small Molecule Screening Facility, UW Madison.
PriA SSB inh: inhibitors of Klebsiella pneumoniae PriA binding to SSB C-terminal tail | actives 0.6% (n = 430,000) | AlphaScreen SSBct-PriA binding, biotinylated peptide | inhibition, % at 33 µM; in the data active means inhibition mostly above about 37%, no sharp cut-off; inactive means mostly below about 20%;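 further: plate controls were negative control peptide for no effect and reference peptide for full effect; strong numbers were not always called active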
Active calls of the source: *; i = inactive; & = joins results of further samples.

SMILES	PriA SSB inh
O=S(=O)(Cc1ccc(C(F)(F)F)cc1)NCC1(O)CCc2ccccc2C1 (configuration not stated)	6
COc1ccccc1CNC(=O)c1sc(=S)n(-c2ccc(C)cc2)c1N	30
CCCc1nnc2c(=O)n(CC(=O)N3CCCc4ccccc43)c3ccccc3n12	-15
O=c1[nH]cc(I)c2cccnc12	45
Cc1ccc(Cl)cc1S(=O)(=O)NCC(C)(O)c1cc2ccccc2s1 (configuration not stated)	2
Cc1cccc(CSc2ncc(S(=O)(=O)c3ccccc3)c(N)n2)c1	-18
COc1ccc(Nc2ncnc3c2cnn3-c2ccc(C)c(C)c2)c(OC)c1	13
COc1ccc(/C=C2\SC(=O)N(CC(=O)N3CCOCC3)C2=O)cc1OC	-9
Cc1sc2nc(SCC(=O)c3cc(C)n(-c4cc(Cl)ccc4Cl)c3C)n(-c3ccccc3)c(=O)c2c1C	-6
C=CCn1c(SCC(=O)NCc2ccc3c(c2)OCO3)nc2sc(C)c(C)c2c1=O	-10
CC1=C(C)C(C(N)=O)C(NC(=O)c2ccccc2Oc2ccccc2)S1 (configuration not stated)	0
CCOc1ncccc1C(=O)Nc1ccccc1Cc1nc(-c2ccco2)no1	-16
Brc1ccc(COc2cccc3ccc(N4CCC(Cc5ccccc5)CC4)nc23)cc1	0
CCOc1ccc(-n2nnc(C(=O)NCc3ccco3)c2COC)cc1	15
COC(=O)NCc1nc2ccccc2n1Cc1ccc(C(C)C)cc1	3
COC1(CNS(=O)(=O)c2ccccc2Br)Cc2ccccc2C1	-3
Cc1noc(Cn2c(=O)c3ccccc3n(CC(=O)Nc3ccccc3C(F)(F)F)c2=O)n1	1
O=C1CCSCC(C(=O)Nc2ccc(S(=O)(=O)Nc3nccs3)cc2)N1 (configuration not stated)	-19
C=CCNC(=O)Cn1cc(OC)c(=O)cc1CSc1ncccn1	-32
O=C(CSc1nccn2nc(-c3ccccc3)cc12)Nc1nccs1	-12
CCOC(=O)c1ccc(NC(=O)CSc2nccn3nc(-c4ccc(F)cc4)cc23)cc1	-29
Cc1ccccc1Cn1cnc2c(cnn2CCNC(=O)c2ccc(F)cc2)c1=O	-7
C/C(=N\Nc1ccccc1[N+](=O)[O-])c1ccc([N+](=O)[O-])cc1	i
CCOC(=O)c1nn(-c2ccccc2C)c(=O)cc1NCc1ccccc1Cl	-17
Cc1noc(C)c1Cn1c(N2CCN(c3ccccc3)CC2)nc2ccccc2c1=O	-18

Going on with the list:
SMILES	PriA SSB inh
COc1cccc(-c2nnc(NC(=O)C(c3ccccc3)c3ccccc3)o2)c1	-11
NC(CSc1ccc(Cl)cc1)=NS(=O)(=O)c1ccc(Cl)cc1	-1
CSCC(C)(O)CNC(=O)c1snnc1C (configuration not stated)	-9
CCOc1ccc(-c2cn3c(CC(=O)NCc4cccnc4)csc3n2)cc1	6
O=C(NCC1CCN(c2ccncc2)CC1)C(=O)Nc1ccon1	-10
CC(=O)c1ccc(NC(=O)Cn2cnc3c(sc4cccc(F)c43)c2=O)cc1	-10
O=C(Nc1ccccn1)C1CCCN(c2ccc(-c3ccccc3)nn2)C1 (configuration not stated)	7
O=C(Cc1ccc(Cl)s1)Nc1sccc1-c1nc2ccccc2s1	2
COc1ccc(OC)c(C=NNC(=O)c2c(C)nc3cc(C)ccn23)c1	-7
CC(C)(C)C(=O)N1CCc2ccc(NC(=O)c3cccs3)cc21	0
CC(=NNC(=O)c1cc2ccccc2cc1O)C1C(=O)c2ccccc2C1=O	-9
CC(C)c1nccn1CC1CCN(C(=O)CN2C(=O)CCC2=O)CC1	-2
Cc1cc(NC(=O)C(C)Oc2ccccc2)n(-c2nc(-c3cccs3)cs2)n1 (configuration not stated)	-3
COc1ccc(-c2cc3c(SCc4ccc(F)cc4Cl)nccn3n2)cc1	-21&-11
O=C(CC1CCCCN1S(=O)(=O)c1ccc(F)cc1)NCc1cccnc1 (configuration not stated)	6
O=C(NN=Cc1cccs1)/C(=C/c1ccccc1)NC(=O)c1ccccc1	5
CCN1C(=O)C(C)(C)COc2cc(NC(=O)c3ccc([N+](=O)[O-])cc3Cl)ccc21	37
C=CCNC(=S)NN=C(C)c1cc(OC)c(OC)c(OC)c1	-5
CCOC(=O)N1CCCC1CS(=O)(=O)c1ccccc1 (configuration not stated)	4
O=C(Nc1nnc(SCC(=O)N2CCCc3ccccc32)s1)c1ccc(S(=O)(=O)N2CCCC2)cc1	-8
O=C(O)C1CCC(C(=O)O)C1 (configuration not stated)	-24&-7
CCc1cc2c(=O)nc3n(c2s1)Cc1ccccc1C3=C(O)c1ccccc1Cl	4
Cc1ncc([N+](=O)[O-])n1CCOC(=O)NC(OCc1ccccc1Cl)C(Cl)(Cl)Cl (configuration not stated)	19
CCOC(=O)c1c(NC(=O)C(C)Sc2nnc(CNC(=O)c3ccco3)n2-c2cccc(C)c2C)sc2c1CCC2 (configuration not stated)	17
O=C(Cn1cncc(-c2nc(-c3cccs3)cs2)c1=O)Nc1ccc(F)cc1F	0

Ordered by SMILES length (largest number first): 18 of the compounds above
SMILES	PriA SSB inh
CCOC(=O)c1c(NC(=O)C(C)Sc2nnc(CNC(=O)c3ccco3)n2-c2cccc(C)c2C)sc2c1CCC2 (configuration not stated)	17
O=C(Nc1nnc(SCC(=O)N2CCCc3ccccc32)s1)c1ccc(S(=O)(=O)N2CCCC2)cc1	-8
CCN1C(=O)C(C)(C)COc2cc(NC(=O)c3ccc([N+](=O)[O-])cc3Cl)ccc21	37
Cc1ncc([N+](=O)[O-])n1CCOC(=O)NC(OCc1ccccc1Cl)C(Cl)(Cl)Cl (configuration not stated)	19
O=C(Cn1cncc(-c2nc(-c3cccs3)cs2)c1=O)Nc1ccc(F)cc1F	0
CCc1cc2c(=O)nc3n(c2s1)Cc1ccccc1C3=C(O)c1ccccc1Cl	4
COc1cccc(-c2nnc(NC(=O)C(c3ccccc3)c3ccccc3)o2)c1	-11
O=C(NN=Cc1cccs1)/C(=C/c1ccccc1)NC(=O)c1ccccc1	5
CCOc1ccc(-c2cn3c(CC(=O)NCc4cccnc4)csc3n2)cc1	6
O=C(Nc1ccccn1)C1CCCN(c2ccc(-c3ccccc3)nn2)C1 (configuration not stated)	7
CC(C)c1nccn1CC1CCN(C(=O)CN2C(=O)CCC2=O)CC1	-2
CC(C)(C)C(=O)N1CCc2ccc(NC(=O)c3cccs3)cc21	0
O=C(Cc1ccc(Cl)s1)Nc1sccc1-c1nc2ccccc2s1	2
O=C(NCC1CCN(c2ccncc2)CC1)C(=O)Nc1ccon1	-10
C=CCNC(=S)NN=C(C)c1cc(OC)c(OC)c(OC)c1	-5
CCOC(=O)N1CCCC1CS(=O)(=O)c1ccccc1 (configuration not stated)	4
CSCC(C)(O)CNC(=O)c1snnc1C (configuration not stated)	-9
O=C(O)C1CCC(C(=O)O)C1 (configuration not stated)	-24&-7

Continuation.
SMILES	PriA SSB inh
Cc1nnc(NC(=O)c2ccc(N3C(=O)c4ccccc4C3=O)cc2)s1	-19
COc1ccc(CC(N)=NOC(=O)CCc2ccccc2)cc1	-37
COc1ccc(-c2ccc(N3CCC(C(=O)Nc4ccccc4[N+](=O)[O-])CC3)nn2)cc1	-6
O=C(NCCCn1ncccc1=O)c1ccc(-n2cccc2)cc1	7
Cc1c(Cl)ccc2sc(NCc3ccccc3)nc12	-1
COc1cccc(CSc2nc(C)c(CC(=O)NCc3ccccc3Cl)c(=O)[nH]2)c1	-15&4
C(=NNc1cc(N2CCCCC2)ncn1)c1ccco1	8
N#CCC(=O)NN=Cc1c(-c2ccccc2)n(-c2ccccc2)c2ccccc12	4
O=C(c1cnc2n(c1=O)CCS2)N1CCN([C@@H](c2ccccc2)c2ccc(Cl)cc2)CC1	-5
O=C(Nc1ccccc1[N+](=O)[O-])c1cc(=O)c2ccccc2o1	6
CS(=O)(=O)N1C2CCC1CC(NC(=O)c1cc(-c3ccco3)[nH]n1)C2 (configuration not stated)	5
O=S(=O)(NN=Cc1ccc(-c2ccccc2Cl)o1)c1ccccc1	-4
COc1ccc(CCn2c(=O)c3ncccc3n(Cc3c(F)cccc3Cl)c2=O)cc1OC	4
O=C(NN=Cc1ccco1)c1cc(-c2ccccc2)nc2ccccc12	6
NC(=NOC(=O)c1ccccc1)c1cccnc1	-15
Cc1nc2ccc(NC(=O)c3ccc(Cl)c([N+](=O)[O-])c3)cc2c(=O)n1-c1ccccc1	-16
COc1ccc(CCC(=O)N2CCC(CSC3=NCCS3)CC2)cc1	-18
O=C1OC2(CCN(S(=O)(=O)/C=C/c3ccccc3)CC2)c2ccccc21	4
O=C1CN(C(=O)c2csc(Nc3cccc(Cl)c3)n2)CCN1	-21
CC(C)c1nc(-c2ccc(N3CCN(C(=O)CSc4ccc(F)cc4)CC3)nc2)no1	-12
O=C(CSc1nc2scc(-c3ccccc3)c2c(=O)n1-c1ccccc1)NCc1ccco1	-14
CCOc1ccc(-c2csc(-n3nc(C)cc3NC(=O)c3ccc(F)c(F)c3)n2)cc1	5
O=C(Cn1nc2nc(Nc3ccc(F)cc3)ccn2c1=O)Nc1ccc(F)cc1	-12
O=C(NN=Cc1c(Cl)cccc1Cl)c1ccc(-n2cnnn2)cc1	-12
O=C(CN1C(=O)CCC1=O)N1CCN(c2nc3ccc(F)cc3s2)CC1	-2

The listing continues:
SMILES	PriA SSB inh
Cc1nc2ccc(NC(=O)c3ccc(C(F)(F)F)cc3)cc2c(=O)n1-c1ccc(F)cc1	4
O=C(CS(=O)(=O)c1ccc2c(c1)S(=O)(=O)N=CN2)N1CCC(Cc2ccccc2)CC1	-2
COc1ccc(C(O)CNC(=O)C(C)Oc2ccccc2)cc1OC (configuration not stated)	-3
Cc1ccc(C=NNc2nc(Cl)c(Cl)cc2Cl)s1	-1
Cc1nnsc1C(=O)Nc1ccccc1C(=O)c1ccccc1	0
Cc1cccc(N2CCN(C(=O)c3nnn(-c4ccccc4F)c3-c3ccccn3)CC2)c1	9
Cc1nc(C)c(-c2ccc(SCC(=O)NC3CCCCC3)nn2)s1	1
CS(=O)(=O)Nc1ccccc1C1=NN(C(=O)c2ccco2)C(c2ccccc2F)C1 (configuration not stated)	12
C=C(C)Cn1c(CNC(=O)c2ccccc2)nc2ccccc21	-7
O=S(=O)(/C=C\c1ccccc1)N1CCN(c2ccc(-c3ccc(F)cc3)nn2)CC1	3
O=C(Nc1ccccn1)c1nnn(Cc2ccccc2F)c1-c1ccncc1	-8
O=C(CC1SC(=Nc2ccc(O)cc2)NC1=O)Nc1ccc(Br)cc1 (configuration not stated)	0
CSc1ncnc2c1cnn2-c1ccccc1	-20
Cc1cc(C)n(N=Cc2ccc(C(C)C)cc2)c(=O)c1C#N	-5
Cn1cccc1C=Nn1c(-c2ccco2)n[nH]c1=S	-15
COC(=O)c1ccc(NC(=O)CC2CCCCN2S(=O)(=O)c2ccc(OC)cc2)cc1 (configuration not stated)	7
N#Cc1cccc(C(=O)NCC2CCN(Cc3ccco3)CC2)c1	-2
C#CCn1c(=NC(=O)CN2C(=O)CCC2=O)sc2cccc(Cl)c21	-4
CC(C)CNC(CC(=O)Nc1ccc(S(N)(=O)=O)cc1)C(=O)O (configuration not stated)	-14
Cc1ccc(C(=O)N(c2ccc(Br)cc2)C2C=CS(=O)(=O)C2)cc1 (configuration not stated)	-9
CCOc1cc(-c2cccc(OC)c2)nc2ccc(C(=O)N3CCN(c4ccc(OC)cc4)CC3)cc12	28
O=C(Nc1nc2c(s1)CCCC2)c1ncc(-c2ccccc2)o1	6
C(=Nn1cnnc1)c1ccc(OC2CSC2)cc1	-4
CC(=O)N1CC(C(N)=O)C1	-17
CCOc1ccc2nc(N3CCN(C(=O)c4ccnn4C)CC3)sc2c1	9

Next section
SMILES	PriA SSB inh
COc1ccccc1OCC(=O)NCCc1ccsc1	-7
CCN(CC)Cc1c(C(=O)NN=Cc2ccc(OCc3ccccc3C)cc2)nnn1-c1nonc1N	-3
Cc1nc(NC(=O)C2CSCCC(=O)N2)sc1C(=O)N(C)C (configuration not stated)	0
COc1ccc(S(=O)(=O)N=C2C=C(Nc3cccc(C)c3)C(=O)c3ccccc32)cc1	89
N#C/C(=C\Nc1ccc(F)c([N+](=O)[O-])c1)c1nc(-c2ccc(Cl)cc2Cl)cs1	1
CC(C)Sc1ccc(CC(=O)N2C3C=CCC2CC3)cc1 (configuration not stated)	5
CCOC(=O)NCC(C)(OC)c1ccccc1F (configuration not stated)	-12
CC(C)(C)c1ccc(-n2c(=O)[nH]c3c(C(N)=O)ncnc32)cc1	-6
O=S(=O)(CCc1ccccc1)NCc1ccsc1	-3
O=C(CCn1cnc2ccccc2c1=O)N1CC(c2nc(-c3ccco3)no2)C1	-11
Cc1ccccc1NC(=O)Cn1c2ccccc2c2ncn(Cc3ccccc3)c(=O)c21	-6
CCCCc1ccc(N/C=C(\C#N)C(=O)NCc2ccccc2)cc1	-10
CCOc1ccc(NC(=O)Cn2nc(C3CCCN(S(C)(=O)=O)C3)n(C)c2=O)cc1 (configuration not stated)	6
COc1ccc(NC(=O)CSc2nnc(-c3cccnc3)n2-c2ccccc2)c(OC)c1	7
CC/C(C)=N\NC(=O)c1ccc(C(=O)N/N=C(/C)CC)cc1	9
CC(=O)Nc1ccccc1NC(=O)CC(C)=NNC(=O)C(=O)Nc1cccc(Cl)c1C	-5
NS(=O)(=O)c1ccc(CCNC(=O)c2cn[nH]n2)cc1	-11
COc1ccc(Cl)cc1NC(=O)Nc1nc2c(s1)CN(S(=O)(=O)N(C)C)CC2	7
Cc1nc(-c2ccc(N3CCN(S(=O)(=O)CCN4C(=O)CCCC4=O)CC3)nc2)no1	-6
Cn1cccc1C(CNC(=O)C(=O)Nc1ccccc1F)N1CCc2ccccc2C1 (configuration not stated)	-5
COc1ccc(-c2ccc(=O)n(CCCC(=O)Nc3ccccc3C(N)=O)n2)cc1OC	-3
CNC(=O)Cc1ccc(NC(=O)C2(c3ccccc3)CCOCC2)cc1	3
COc1ccc(N=C2SC(c3ccccc3)(C(F)(F)F)NC(=O)N2c2ccc(OC)cc2)cc1 (configuration not stated)	0
COc1ccc(CCS(=O)(=O)NCC2CCN(c3ccncc3)CC2)cc1	-1
O=C(NCc1ccccn1)C(=O)Nc1ccc(F)c([N+](=O)[O-])c1	4

The list is partial; the hit share may differ from the screen's.
